# KLF5 inhibitor: kruppel-like factor 5 inhibition | AID 1700 | DLD-1 KLF5 promoter-luciferase reporter, luminescence | inhibition, % at 5 µM | hit rate 0.23% among 290,000;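 active means inhibition above a per-plate limit of that plate's mean compound inhibition plus 3 SD, cut at about 60% in these data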;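 further: 0% = DMSO wells and 100% = LY294002 at 200 µM; higher means less KLF5 promoter-driven luciferase light; inactives centre near -14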
# HSF-1 act: increases HSF-1 driven luciferase reporter signal; AID 504408; NIH3T3-HGL HSF-1 luciferase reporter, MG132, 8 h; 100% = twice DMSO control signal; hit rate 1.7% among 300,000; activation, % at 9 µM;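 active means mean replicate activation of at least 50% with a set share of replicates each reaching 50%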;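 further: 0% = median of the neutral control wells and 100% = twice that signal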
# GSK3B inh: inhibitors of human GSK3beta kinase; P49841; activity score (negative = inhibition), % at 10 µM; AID 2097; hit rate 0.038% among 300,000; GST-GSK3beta kinase, ADP-Glo luminescence, 60 min; hits give low values;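 active means more than half of replicate wells score below -50%, meaning over 50% inhibition versus plate controls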;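 further: 0% = median DMSO wells and -100% = median GW8510 positive control wells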
# Target sequence (P49841 whole entry, looked up): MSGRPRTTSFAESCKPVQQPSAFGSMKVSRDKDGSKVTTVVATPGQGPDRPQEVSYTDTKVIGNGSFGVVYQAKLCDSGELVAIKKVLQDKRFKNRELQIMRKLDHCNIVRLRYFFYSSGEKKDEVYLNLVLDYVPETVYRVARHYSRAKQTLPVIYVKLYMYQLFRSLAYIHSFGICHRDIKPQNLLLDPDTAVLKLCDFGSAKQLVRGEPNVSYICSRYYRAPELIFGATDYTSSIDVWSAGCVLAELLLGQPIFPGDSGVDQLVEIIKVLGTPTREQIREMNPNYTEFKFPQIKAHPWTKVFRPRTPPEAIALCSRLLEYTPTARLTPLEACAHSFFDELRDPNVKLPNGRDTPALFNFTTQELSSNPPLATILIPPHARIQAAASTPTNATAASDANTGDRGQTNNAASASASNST
#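 test system = GST-tagged human GSK3beta kinase, cell-free | reagent = 25 µM ATP with peptide substrate | dosing = one dose of 10 µM per compound | schedule = 60 min reaction, RT | detection = luminescent ADP-Glo measurement of ADP formed | control set = DMSO neutral wells and GW8510 at 20 µM as positive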
# HSP90 inh: blocks HSP90-mediated luciferase refolding in reticulocyte lysate. Rabbit reticulocyte lysate, luciferase refolding luminescence, 3 h. inhibition, % at 5.6 µM. hit rate 0.91% among 290,000. AID 1789;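 active means inhibition above the screen-wide mean plus 3 SD, computed separately per campaign, cut at about 16% in these data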;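 further: 0% = DMSO wells and 100% = 60 µM geldanamycin wells; inhibitors lower the luminescence because luciferase stays unfolded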
# IEC-6 cytotox: kills IEC-6 intestinal cells in KLF5 counter-screen | IEC-6 cytotoxicity, luminescence viability | inhibition, % at 5 µM | hit rate 0.78% among 290,000; in the data active means inhibition above about 22%;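 further: 0% = plate median of test compound wells and 100% = cytotoxic reference compound wells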
# HIF activator: HIF pathway transcriptional activation; AID 1910; hit rate 0.32% among 300,000; U2OS HRE-luciferase reporter, luminescence; normalized: DMSO 0%, desferrioxamine 100%; activation, % at 7.5 µM (by protocol);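 active means mean activation of at least 10% of the iron chelator positive control signal, with at least half of replicates also reaching 10%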
# GSK3 alpha inh: inhibitors of human GSK-3 alpha kinase; ADP-Glo luminescence, 60 min; inhibition, % at 10 µM; hit rate 0.1% among 320,000; AID 2650;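 in the data active means inhibition above about 50%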;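 further: GST-tagged GSK-3 alpha with peptide substrate and 25 µM ATP; 0% = DMSO neutral wells and 100% = GW8510 positive control wells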
# Target sequence (P49840 whole entry, looked up): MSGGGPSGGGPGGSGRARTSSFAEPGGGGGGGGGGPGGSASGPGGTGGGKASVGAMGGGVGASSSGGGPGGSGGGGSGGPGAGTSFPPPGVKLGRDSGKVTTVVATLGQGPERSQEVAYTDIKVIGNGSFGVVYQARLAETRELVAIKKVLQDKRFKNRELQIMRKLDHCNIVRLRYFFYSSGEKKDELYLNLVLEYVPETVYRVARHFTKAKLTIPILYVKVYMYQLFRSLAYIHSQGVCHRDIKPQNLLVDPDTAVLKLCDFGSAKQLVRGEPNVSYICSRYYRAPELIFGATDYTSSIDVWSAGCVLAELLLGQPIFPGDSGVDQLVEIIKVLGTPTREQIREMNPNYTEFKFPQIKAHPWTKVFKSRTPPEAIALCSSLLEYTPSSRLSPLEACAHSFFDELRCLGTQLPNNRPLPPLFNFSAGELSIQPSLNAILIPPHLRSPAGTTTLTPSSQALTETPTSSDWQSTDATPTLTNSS
# AI-2 QS modul: modulators of Vibrio harveyi AI-2 quorum sensing system; Vibrio harveyi JMH597 AI-2 luminescence/OD600 ratio, 9 h; hits give low values; strain lacks LuxN and CqsS sensors; 0 = neutral-control median; activity change, % at 7.5 µM; hit rate 0.4% among 300,000; in the data active means activity change below about -75%, passing the limit was not always enough;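 further: luminescence divided by OD600 gain over 9 h not by final OD600 alone; inactives centre near 13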
# aSyn 5UTR inh: 5' untranslated region of α-synuclein, MLPCN primary screen; alpha-synuclein 5'UTR reporter, inhibitor activity; inhibition, % (tested at 7.5 µM); hit rate 0.82% among 300,000; AID 1813; in the data active means inhibition above about 60%;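 further: H4 neuroglioblastoma cells stably carrying SNCA 5'UTR luciferase fusion; 0% = DMSO wells and 100% = positive control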
# HSF1 inh: HSF1 inhibition; AID 2098; activity change, negative = inhibition, % at 7.5 µM (by protocol); hit rate 0.77% among 300,000; NIH3T3-HGL HSE-luciferase, MG132-induced, luminescence 8 h; hits give low values;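 active means more than half of replicate wells show activity change below -50%, luminescence cut by over half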;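 further: luciferase reports HSF-1 transcriptional activity via heat shock element; 0% = median of DMSO wells and -100% = zero luminescence signal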
# * = called active by the depositor; x = no result given.
# Start of the data: the first 2 compounds, ahead of the listing:
SMILES,KLF5 inhibitor,HSF-1 act,GSK3B inh,HSP90 inh,IEC-6 cytotox,HIF activator,GSK3 alpha inh,AI-2 QS modul,aSyn 5UTR inh,HSF1 inh
COc1ccc(S(=O)(=O)N2CCSC2c2ccc(N)cc2)cc1 (stereo unspecified),-5,-25,2,-1,5,-0.3,-2,2,-10,-22
Cc1ccsc1-c1nc(-c2ccccc2)c(-c2ccccc2)[nH]1,-3,5,-1,-2,-8,-0.3,-1,28,15,-5

# The whole of this part, from the first entry:
SMILES,KLF5 inhibitor,HSF-1 act,GSK3B inh,HSP90 inh,IEC-6 cytotox,HIF activator,GSK3 alpha inh,AI-2 QS modul,aSyn 5UTR inh,HSF1 inh
COc1ccc(S(=O)(=O)N2CCSC2c2ccc(N)cc2)cc1 (stereo unspecified),-5,-25,2,-1,5,-0.3,-2,2,-10,-22
Cc1ccsc1-c1nc(-c2ccccc2)c(-c2ccccc2)[nH]1,-3,5,-1,-2,-8,-0.3,-1,28,15,-5
CN(CC(=O)Nc1ccccc1Br)C(=O)c1cc2c(s1)CCCCC2,x,-20,-3,x,x,5.0,-3,12,-121,-8
N/C(=N\OC(=O)C1CC1)c1ccc([N+](=O)[O-])s1,-45,4,-1,4,-4,-0.5,-2,-88*,-37,1
Cc1ccc(NC(=O)CS(=O)CC(=O)Nc2ccc3c(c2)OCO3)cc1Cl (stereo unspecified),-16,-4,-2,-1,0,1.3,-2,4,-20,-4
O=c1oc2ccccc2c(NCc2ccccc2)c1[N+](=O)[O-],-10,-2,0,-2,1,-0.7,1,27,-10,3
CC(C)(C)c1ccc(S(=O)(=O)NCC(=O)N2CCN(Cc3ccccc3)CC2)cc1,-5,14,-1,-3,-8,-0.6,-1,13,21,8
C=CCCN(Cc1ccccc1)S(=O)(=O)c1ccccc1Br,x,4,5,x,x,0.8,-2,13,3,15
O=C(O)c1ccc(N/N=C/c2ccc(-c3cc(Cl)ccc3Cl)o2)cc1,-3,3,2,15,-6,1.9,1,-80*,-156,-12
CC(=O)c1ccc(NC(=O)CSc2nnc(Cc3cccn3C)n2-c2ccc(F)cc2)cc1,0,-4,-2,-2,1,0.0,x,4,16,3
Cc1nc(S(=O)(=O)c2ccc(Cl)cc2)nc2c1CCC2,-1,-14,4,-1,0,0.0,3,2,-7,-1
O=C(c1ccc(OC2CCN(CCc3ccccc3)CC2)cc1)N1CCC(CO)CC1,-6,-16,1,7,6,0.5,1,7,3,-4
Nc1ccc(NC(=O)c2cccs2)c(Cl)c1,-28,-24,0,2,5,0.7,-2,19,-14,-17
O=S(=O)(NCC(c1ccco1)N1CCN(c2ccc(F)cc2)CC1)c1ccc2c(c1)OCCO2 (stereo unspecified),-19,21,0,-1,0,0.7,-2,20,6,6
Cc1c(Cl)cccc1NC(=O)c1cc(C2CC2)on1,-41,37,5,-2,3,2.8,-1,40,-207,13
O=C(Cn1nnc(-c2cccc(C(F)(F)F)c2)n1)N1CCOCC1,-33,-23,0,3,-3,-0.2,x,24,15,-5
Cc1cccc(S(=O)(=O)C(C#N)c2nc3ccccc3nc2N2CCCC2)c1 (stereo unspecified),-28,6,0,10,-7,-0.3,-4,24,5,-4
CC(=Nc1ccccc1O)c1sc2ccccc2c1O,-66,23,-2,3,0,2.3,7,-1,-93,11
COC(=O)c1c(-c2ccco2)csc1NC(=O)C1CC=CCC1C(=O)O (stereo unspecified),11,-5,5,2,-5,0.3,-1,21,-2,-7
COC(=O)c1sccc1NC(=O)COc1ccccc1Cl,-4,30,2,0,4,1.9,4,22,-132,22
CCN(CC)C(=O)c1ccc(-c2nnc(OC)c3ccccc23)cc1,-21,0,1,-6,6,-1.2,-5,17,17,-7
CCOC(=O)C(=NC1CCS(=O)(=O)C1)NNc1ccccc1Cl (stereo unspecified),-19,-12,-7,5,-1,0.2,0,11,-5,-7
O=c1c(Cl)c(NCc2ccco2)cnn1C12CC3CC(CC(C3)C1)C2,-42,-9,-1,2,1,0.3,-4,18,13,3
O=c1[nH]c2c(cnn2-c2ccc(Cl)cc2)c(=O)n1-c1cccc(Cl)c1,-21,x,-4,1,2,0.2,-2,35,-4,-1
COc1ccc(CC2(CO)CCN(C(=O)NCc3ccccc3)CC2)cc1,-33,10,0,-3,-8,-0.6,0,25,-6,-2
CCN(CC)CCn1c(NCc2ccc(C)o2)nc2ccccc21,-10,-2,2,6,11,0.5,0,3,10,5
CCN(CC)CCCn1c2c(c(SCC(=O)Nc3ccc(F)c(F)c3)nc1=O)CCC2,x,-22,-2,x,x,-0.5,-2,-8,-11,-12
CCCc1nc(N)c(C#N)c(-c2ccco2)c1CC,-7,-10,2,2,-3,-0.1,0,15,25,-5
O=c1c2cn(Cc3ccc(F)cc3)c3ccccc3c-2nn1Cc1ccc(F)cc1,-31,7,0,0,2,-4.6,x,15,11,5
O=C(CCN1C(=O)/C(=C/c2ccccc2F)SC1=S)NCCCn1ccnc1,-11,2,1,-3,6,-2.6,-13,45,9,-8
COc1ccc(N2CCN(C(=O)/C=C/c3ccco3)CC2)cc1,-6,-10,1,-2,-4,0.1,-1,22,-4,0
CCOC(=O)N/N=C/c1c(C)nn(-c2cccc(C(F)(F)F)c2)c1Cl,14,14,1,2,44*,0.4,7,19,19,-2
COc1ccc(C(=O)NCC(=O)NCC(=O)OCc2ccc(Cl)cc2)cc1,-34,19,2,-2,0,-13,-1,24,0,0
Cc1cc2[nH]c(=O)c(=O)[nH]c2cc1S(=O)(=O)NC1CCCCC1C (stereo unspecified),-9,-8,3,-2,4,-0.4,0,45,-6,-6
O=C(c1nn2c(C(F)(F)F)cc(-c3cccs3)nc2c1Cl)N1CCCc2ccccc21,-12,-2,-1,2,-1,-0.9,-1,4,78*,-5
Cn1c(=S)n(/N=C/c2ccc3c(c2)OCO3)c2ccccc21,-8,x,x,2,-3,x,4,x,x,x
O=C(NC(=S)N1CCCc2ccccc21)c1ccc(Cl)cc1,2,x,x,-1,1,x,-1,x,x,x
Cn1c(N)c(C(=O)CSc2nc3ccccc3c(=O)n2CCCN2CCOCC2)c(=O)n(C)c1=O,-31,27,-21,-1,6,-0.4,0,8,6,8
CN(C)CCNc1ccc(-c2nn(C)c(=O)c3ccccc23)cc1[N+](=O)[O-],-43,1,-4,1,2,0.3,10,0,-2,-4
Cc1nccn1CC(=O)N/N=C/c1c[nH]c2ccccc12,12,25,-3,1,-5,1.0,-3,12,10,12
COC(=O)C(NC(C)=O)(Nc1nc2ccc(C)cc2s1)C(F)(F)F (stereo unspecified),-22,-5,0,-3,5,0.3,3,19,6,-8
COCCN(C(=O)Cn1nnc2ccccc21)C(C(=O)NC1CCCC1)c1cc(OC)ccc1OC (stereo unspecified),-1,1,-1,0,1,-1.2,1,37,5,-1
COc1cccc(OCC(=O)N(C)Cc2nc(-c3cccc(C)c3)no2)c1,19,0,0,-2,1,-0.2,-1,19,11,-4
O=C(O)c1ccccc1-c1ccc(/C=c2\sc3nc4cc(Br)cnc4n3c2=O)o1,-9,3,7,0,-11,0.0,-5,95,11,-1
Cc1ccc(C(=O)N/C(=C\c2ccccc2)C(=O)OCc2ccccc2)cc1,-11,23,2,3,2,1.6,x,2,-122,14
CCCCCC(/C=N/Nc1ccc(S(=O)(=O)N2CCOCC2)cc1[N+](=O)[O-])=C\c1ccccc1,5,-12,-3,3,3,-0.2,-2,5,1,-3
O=C(CCCCCNC(=O)c1ccccc1)N=Nc1c(O)[nH]c2c(Br)cc(Br)cc12,-13,23,1,1,3,0.1,3,15,7,17
C#CCOCCOCCOCCNc1nc(N2CCN(C(=O)[C@H]([C@@H](C)CC)n3cc([C@@H](N)Cc4ccc(O)cc4)nn3)CC2)nc(N2CCN(C(=O)[C@H](CCCCN)n3cc([C@@H](N)C(C)CC)nn3)CC2)n1 (stereo partly specified),-15,-5,-4,5,-2,0.6,2,-5,13,0
COC(=O)c1ccc(CSc2cc(C)c3cccc(C)c3n2)o1,1,-1,2,-3,6,-0.3,-1,4,5,6
CCOC(=O)C1=C(CN2CCSCC2)NC(=O)NC1c1ccc2c(c1)OCO2 (stereo unspecified),11,6,1,1,0,0.1,0,9,20,4
COc1cc(NS(=O)(=O)c2ccc(NC(=S)NC(=O)c3sc4ccccc4c3Cl)cc2)ncn1,-4,x,x,-4,5,x,0,x,x,x
CCn1c(CNS(=O)(=O)c2ccc(Br)cc2)n[nH]c1=S,-34,-22,-3,-2,-3,0.2,5,-2,-10,-5
CCCCNC(=O)c1ccc(-n2c(=S)[nH]c3ccccc3c2=O)cc1,6,3,-1,4,-6,0.1,-1,-1,1,0
Brc1cccc(OCCCNC2CCCC2)c1,-18,8,6,-2,10,1.0,-1,11,-8,-4
O=C(O)C1CCCN(S(=O)(=O)c2cccc3cccnc23)C1 (stereo unspecified),-22,-1,1,2,1,x,-3,20,17,-3
NS(=O)(=O)c1ccc(Nc2ccc3nonc3c2[N+](=O)[O-])cc1,8,-4,0,4,1,-0.1,-3,17,6,5
CC(=O)NC(Cc1ccc(C)cc1)C(=O)NC1CCN(C(=O)c2ccc([N+](=O)[O-])cc2)CC1 (stereo unspecified),1,6,-2,-1,2,-0.3,-3,20,5,-2
COc1cc(OC)nc(Oc2ccccc2C(=O)Oc2ccc(C)cc2)n1,-35,-8,0,1,2,0.4,-2,-17,-4,-3
Cc1ccccc1Nc1ccc([N+](=O)[O-])cn1,-69,17,1,-2,3,-0.4,3,-19,-25,-3
CSCCC(NC(=O)COc1ccccc1)C(=O)NCc1cccs1 (stereo unspecified),-1,2,1,0,-4,-2.0,-1,-23,-2,1
# Additional results follow.
SMILES,KLF5 inhibitor,HSF-1 act,GSK3B inh,HSP90 inh,IEC-6 cytotox,HIF activator,GSK3 alpha inh,AI-2 QS modul,aSyn 5UTR inh,HSF1 inh
Cc1nc2cc(C(=O)NCCN3CCOCC3)ccc2n1-c1ccc(F)cc1F,-4,6,-1,0,0,-0.1,x,20,26,-6
CN(c1ccccc1)S(=O)(=O)c1ccc(C(=O)OCC(=O)NC(N)=O)cc1,-5,-5,0,0,3,-0.6,0,3,11,-2
Cn1nc([N+](=O)[O-])nc1Oc1ccccc1,-12,-7,-1,2,-4,-0.5,x,19,12,-12
CN(NC(=O)c1ccc(Cl)cc1)c1ncc(C(F)(F)F)cc1Cl,-2,x,2,0,-4,x,-2,31,x,x
Cc1cc(NC(=O)CSC2=NS(=O)(=O)c3cc(F)ccc3N2)no1,x,-6,-1,x,x,-0.5,0,35,-4,-7
Cc1ccc(SCC(=O)OCC(=O)N(C)CC(=O)Nc2ccccc2Cl)cc1C,-8,6,-1,3,-1,-0.6,0,32,3,-4
CCC(C)C(=O)N1c2ccccc2C(=C2SC(C(=O)OC)=C(C(=O)OC)S2)C(=S)C1(C)C (stereo unspecified),13,10,0,0,-8,-0.8,0,21,-17,17
COc1ccc(CCNC(=O)/C(=C/c2cccnc2)NC(=O)c2ccccc2)cc1OC,-7,0,-1,-2,4,-0.2,7,-9,-23,-14
O=C(O)c1ccc(NC2=C(N3CCOCC3)C(=O)c3ccccc3C2=O)cc1,-23,-13,0,3,2,-0.8,1,11,9,-12
COc1cc(/C=C/c2nnc3c4ccccc4ncn23)cc(OC)c1OC,22,-18,-16,0,21,0.7,-2,9,-80,-8

# Compound activity as filed in PubChem.
